# Hep lipid drop: inhibitors of hepatocyte lipid droplet formation, primary screen, imaging, high-throughput imaging, BODIPY stain. AML12 mouse hepatocytes, oleate lipid droplets. inhibition, % at 6.5 µM. actives 0.4% (n = 240,000). AID 1656, 2009;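 active means lipid droplet intensity inhibited by at least 50%, with more than 500 cells counted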
#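 Assay system: AML12 hepatocytes (mouse); Probe or stimulus: oleic acid at 100 µM to induce lipid droplet formation; Dosing: compound at 6.5 µM only; Schedule: compound with oleate, overnight; Detection: fluorescence imaging, 20x objective, two fields per well; Measure: % inhibition of lipid droplet signal.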
# Autophagy mod: autophagy modulators in MEF cells, primary screen, imaging, high-content, MEF GFP-LC3 | MEF GFP-LC3 puncta imaging; test concentration mostly 10 µM | calls only at 10 µM (by protocol) | actives 0.98% (n = 190,000) | AID 463193, 2010;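 active means percentage of spot-positive cells more than 3 SD above its plate mean, without a fluorescence outlier flag or 80% toxicity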;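 further: spot-positive cell cutoff set from DMSO-treated cells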
# MT stabilize HCS: microtubule stabilizers in HeLa cells, primary screen, imaging, high-content imaging; HeLa tubulin immunostaining HCS, 24 h; share of cells brighter than vehicle mean+2SD; % tubulin-high responders, % at 10 µM; actives 0.83% (n = 200,000); AID 2205, 2009;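 active means plate Z-score above 3 for both tubulin-high and condensed-nucleus cell shares, with cell loss under 80%, at 10 µM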;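 further: anti alpha tubulin signal scored within the nucleus-defined area of each cell; some results filed as inactive read as strong as hits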
# Dynein cargo inh: inhibitors of GR-EGFP nuclear translocation, primary screen, dynein cargo transport inhibitor project, imaging, high-content, 3617.4 mouse cells. test concentration mostly 20 µM; stimulated with dexamethasone, 1 µM; stronger effect = lower value. z-score, hits read low. actives 0.47% (n = 220,000);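 active means plate z-score of nuclear minus cytoplasmic receptor signal below a set negative limit, without overly bright fluorescence or cell loss, cut at about -3.5 in these data, passing the limit was not always enough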;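 further: z-score of nuclear minus cytoplasmic ring GR-EGFP intensity difference per well; some compounds called inactive have numbers as strong as hits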
#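 Also added: dexamethasone, 1.0 µM final. Medium: tet-free, stripped-serum medium. Detection: fixed, Hoechst-stained cells imaged at 10x for EGFP. Read-out: nuclear-to-cytoplasmic GR-EGFP distribution per well. Times: induction 48 h, compound 1 h, agonist 30 min.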
# bCat nuc transl: modulators of beta-catenin nuclear translocation, primary screen, imaging, HeLa cells, immunofluorescence, high-content; nuclear translocation activity, % at 5 µM; actives 0.3% (n = 190,000); AID 1665, 2009;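 active means nuclear translocation activity above 50% at 5 µM, with a well cell count of 50 or more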;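 further: per-cell ratio of nuclear to cytoplasmic median beta-catenin stain intensity; plate controls were DMSO negative control for no effect and GSK-3 inhibitor IX positive control for full effect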
#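 Test system: human HeLa cells, native beta-catenin. Compound dosing: 5 µM primary single dose, 0.1% DMSO, 0.02–20 µM confirmation series. Incubation: compound exposure 24 h at 37°C. Detection: beta-catenin immunostaining with DAPI counterstain, 20x imaging, 6 fields/well. Read-out basis: Nuclear/cytoplasmic beta-catenin signal ratio, % activation.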
# ER stress rescue: rescue of cells from ER stress-induced death, primary screen, 384-well, CSM14.1, thapsigargin, ATP luminescence (AID 1222); CSM14.1 thapsigargin-induced death rescue, ATP luminescence; higher % means a stronger effect; cellular ATP content (survival), % at 20 µM; hits with a dose series show EC50 in µM; 190,000 tested, under 10 active;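 active means EC50 below 50 µM in the dose-response confirmation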;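 further: death triggered by thapsigargin at about 15 µM added after 2 h compound pretreatment; cell ATP read after overnight thapsigargin exposure of roughly 18 to 22 hours; normalized against plate controls of thapsigargin alone and 5% DMSO vehicle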
# Ins promoter up: insulin promoter activators in MIN6 cells, imaging, high-content screening, mouse beta cells; MIN6 insulin promoter-GFP reporter; stronger effect = higher value; z-score at 5 µM; actives 0.3% (n = 190,000); AID 1625, 2009;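 active means z-score above 3 at 5 µM with at least 500 cells counted in the well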
# T cell HTS: modulators of CD8 T cell-vesicle binding, primary screen, mouse 2C CD8+ T cells, flow cytometry. 2C CD8+ T cell-vesicle binding; stronger effect = lower value. calls only at 7 µM. actives 0.068% (n = 330,000). AID 2052, 2009;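 active means response, share of CD8 T cells binding vesicles, and their 90th percentile fluorescence all below set limits, cut at about 80% in these data, passing the limit was not always enough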
#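 Also added: QL9-peptide-loaded Drosophila micro-vesicles bearing Ld, ICAM-1 and B7-1; Test system: purified 2C TCR transgenic mouse naive CD8+ T cells; Measured by: cytometric PE anti-B7-1 and Alexa647 anti-CD8 signals after 1% paraformaldehyde fixation; Timing: binding step 1.5 h, 37 °C, antibody labelling 20 min, ice.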
# PhoP inhibition: inhibitors of PhoP regulon expression, primary screen, Salmonella Typhimurium, GFP reporter (AID 1863); S. Typhimurium PhoP-regulated promoter GFP reporter, 4 h; higher % means a stronger effect; inhibition, % at 50 µM; hits with a dose series show IC50 in µM; actives 0.16% (n = 300,000);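 active means inhibition over 29.93%, a cutoff 3 SD above the screen mean, later confirmed by dose response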;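 further: 0% = low Mg2+ inducing control and 100% = high Mg2+ repressing control; strong numbers were not always called active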
# Dynein cargo inh cytoplasmic EGFP: also measured in Dynein cargo inh; calls as there; z-score; measured here: cytoplasmic GR-EGFP intensity; stronger effect = higher value
# Dynein cargo inh nuclear GR-EGFP: recorded beside Dynein cargo inh, whose call it bears; z-score; measured here: nuclear GR-EGFP intensity;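 lower value marks the stronger effect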
# Dynein cargo inh cell count: also measured in Dynein cargo inh; calls as there; z-score; measured here: cell count per field
# Ins promoter up cell count: second read-out of Ins promoter up, no call of its own (marks repeat the call); cell count; measured here: cytotoxicity, nuclei count;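 total cells summed across four imaged fields per well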
# Hep lipid drop cells 6.5 µM: recorded beside Hep lipid drop, whose call it bears; cell count; measured here: cell count, cytotoxicity flag;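 cells counted across two imaged fields per well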
# bCat nuc transl cell count 5 µM: second read-out of bCat nuc transl, no call of its own (marks repeat the call); cell count; measured here: cell count, cytotoxicity flag
# T cell HTS vesicle-bound %: second read-out of T cell HTS, no call of its own (marks repeat the call); double positive events, %; measured here: CD8+ vesicle-bound cell fraction;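 binding gate set so that unloaded-vesicle control wells show 10% double positive cells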
# MT stabilize HCS Hoechst-high %: further read-out of MT stabilize HCS, marked with its call; % Hoechst-high responders; measured here: nuclear condensation Hoechst responders;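 share of cells brighter than vehicle mean plus two SD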
# MT stabilize HCS cytotoxicity %: second read-out of MT stabilize HCS, no call of its own (marks repeat the call); toxicity, %; measured here: cytotoxicity by cell density;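 0% = mean cell density of plate MIN control wells and 100% = no cells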
# Autophagy mod cell loss 18 h: also measured in Autophagy mod; calls as there; toxicity, %; measured here: cell loss, nuclei count;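 cell loss after 18 h compound exposure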
# Active calls of the source: *; i = inactive; · = no result given. Outcome played no part in choosing rows; about 3% have a hit in one of these screens.
molecule,Hep lipid drop,Hep lipid drop cells 6.5 µM,Autophagy mod,Autophagy mod cell loss 18 h,MT stabilize HCS,MT stabilize HCS Hoechst-high %,MT stabilize HCS cytotoxicity %,Dynein cargo inh,Dynein cargo inh cytoplasmic EGFP,Dynein cargo inh nuclear GR-EGFP,Dynein cargo inh cell count,bCat nuc transl,bCat nuc transl cell count 5 µM,ER stress rescue,Ins promoter up,Ins promoter up cell count,T cell HTS,T cell HTS vesicle-bound %,PhoP inhibition
C=CCn1c(Cc2cccc3ccccc23)n[nH]c1=S,-2,569,i,0,2.7,2.7,1.2,0.015,-0.31,-0.24,0.52,2.0,482,-0.6%,0.02,1319,i,46,-7%
Cc1ccc(CSCC(=O)Nc2ccccc2F)cc1,4,692,i,7,3.9,2.5,8.3,-0.22,-0.22,0.094,0.36,-3.8,1121,-0.3%,0.45,1567,i,42,-10%
COCCNC(=O)C(c1ccco1)N(C(=O)Cn1nnc2ccccc21)c1cccc(C)c1C (stereo unspecified),9,723,i,-7,0.9,0.8,3.4,-0.39,-0.25,0.049,-0.22,·,·,-1.9%,-1.6,1258,i,51,3%
Cc1ccc(C(=O)COC(=O)CNC(=O)c2cccs2)cc1C,16,716,i,16,2.6,1.7,3.2,0.21,-0.26,-0.031,0.48,1.5,907,-0.5%,0.18,1415,i,37,12%
CCOC(=O)N1CCN(C(=O)C2CCCN(S(C)(=O)=O)C2)CC1 (stereo unspecified),·,·,i,21,4.5,2.3,9.9,4.9,0.078,3,-2.5,-2.6,877,-0.6%,0,1352,i,47,1%
O=C(OC1CCN(c2ncc(C(F)(F)F)cc2Cl)CC1)c1ccccc1,·,·,i,-2,1.3,1.1,5.4,0.36,-0.18,-0.0044,0.42,1.2,1361,-0.8%,0.11,1617,i,34,1%
CCC(CC)C(=O)Nc1ccc(Cl)c(Cl)c1,-4,731,i,-5,1.5,0.9,11,0.045,-0.067,0.31,0.17,0.0,1166,6.3%,0,906,i,16,5%
Cc1cc(C)cc(-n2nnnc2SCC(=O)Nc2nc(-c3ccc(F)cc3)cs2)c1,·,·,i,2,1.2,2.3,6.6,2,-0.13,0.63,-0.56,-0.2,1414,-3.9%,0.21,1580,i,25,-8%
Cc1ccnc(Nc2nc3ccccc3s2)n1,-37,569,i,9,4.1,1.6,3.3,0.73,-0.31,-0.33,0.52,0.2,1427,-0.2%,-0.44,1340,i,66,7%
Nn1cnnc1N/N=C\c1ccc(-c2ccccc2[N+](=O)[O-])o1,-3,574,i,3,8.9,3.2,7.5,-0.16,-0.21,-0.053,0.34,2.3,599,-1.7%,0.28,1597,·,·,·
O=C(/C=C/c1cccc([N+](=O)[O-])c1)N1CC[C@@]2(O)CCCC[C@H]2C1,0,711,·,·,·,·,·,-0.052,-0.22,-0.13,-0.23,-0.2,1369,·,0.29,1059,i,25,-7%
Cc1cc(C(=O)CSc2nnc(N)s2)c(C)n1CCc1ccc(F)cc1,·,·,i,-1,2.0,2.2,2.7,0.53,-0.24,0.062,-0.19,-0.5,1410,3.5%,0.8,1609,i,38,9%
C=CCn1c(-c2ccncc2)n[nH]c1=S,0,674,i,-11,1.6,0.5,3.7,1.1,0.033,1.3,-1.9,-2.0,1071,-0.9%,0.13,1437,i,44,7%
O=C(NC(=S)Nc1ccccn1)c1ccccc1,61*,739*,·,·,·,·,·,-0.48,-0.3,0.15,0.53,0.0,1263,·,-0.95,915,i,22,2%
CN(C)Cc1cc(O)c(CN(C)C)cc1O,1,756,·,·,·,·,·,-0.1,-0.2,-0.074,-0.39,0.5,1049,·,1.1,1248,i,19,16%
CCn1c(SCC(=O)N2CCCc3ccccc32)nc2c(c1=O)SC(C)C2 (stereo unspecified),-28,723,i,-6,2.6,0.9,12,-0.94,-0.29,-0.26,0.3,-1.9,1183,14%,-0.34,1374,i,55,-5%
Cn1c(C(=O)NCCC2=CCCCC2)cc2c(=O)n3ccccc3nc21,12,702,i,-1,4.0,1.9,7.1,1.7,0.67,0.89,-2.5,0.5,1074,·,-1.5,1218,i,8,0%
COc1cc(C(=O)NCCCNc2nc3cc(C)cc(C)c3cc2C#N)cc(OC)c1OC,·,·,i,-2,3.2,1.9,6.1,0.38,-0.079,-0.41,-0.42,-0.1,1188,-0.4%,-0.81,1565,i,15,-17%
CCOC(=O)c1c(NC(=O)c2ccncc2)sc(C)c1C,41,678,i,-6,3.5,2.8,6.9,0.55,-0.37,0.29,-0.064,-3.6,1068,2.6%,-0.85,1459,i,46,-6%
COc1ccc(/C(O)=C2/C(=O)C(=O)N(CCN(C)C)C2c2cccnc2)cc1C (stereo unspecified),28,689,i,0,0.6,0.9,6.4,-0.43,-0.34,-0.093,0.71,1.2,1086,0.3%,0.23,1298,i,19,2%
COc1ccc(NC(=O)C23CCC(C2)C(C)(C)C3=O)cc1 (stereo unspecified),2,679,i,-10,3.1,2.5,6.5,-0.92,-0.25,-0.44,0.75,·,·,-2.5%,-0.45,1255,i,57,0%
O=C(Nc1cccc(Cl)c1)c1cc(F)cc2c1OCOC2,1,676,·,·,·,·,·,0.35,-0.25,0.044,-0.47,-4.6,1155,·,-0.07,1417,i,11,-10%
N/C(=N\S(=O)(=O)c1cc(C(F)(F)F)cc(C(F)(F)F)c1)c1ccccc1,-2,770,·,·,·,·,·,-0.41,-0.28,-0.41,0.74,1.8,1087,·,0.04,1416,i,61,1%
CCN(CCCNC(=O)CCCOc1cc(=O)n(C)c2ccccc12)Cc1ccccc1,15,741,i,4,1.0,2.0,0.6,-1,0.41,-0.59,1.3,0.1,975,-2.1%,1.4,1278,i,57,3%
COc1cc(C(=O)Nc2cc(C(F)(F)F)ccc2-n2cncn2)cc(OC)c1OC,-13,657,i,-12,3.3,3.8,6.1,0.79,-0.064,1.5,-0.17,4.6,1020,0.0%,-0.18,1190,i,33,4%
O=C1SC(SCc2ccccc2)=N/C1=C\c1ccco1,0,751,i,3,3.6,2.0,7.2,-0.69,-0.19,-0.81,-0.68,-5.7,1303,-0.6%,-0.57,1100,i,22,3%
O=C(CSc1nnc(COc2ccc(F)cc2)o1)N1c2ccccc2CCc2ccccc21,·,·,i,-51,3.7,1.9,3.3,-0.93,-0.3,0.13,0.5,-2.5,1138,-1.7%,-2.4,1068,i,39,-7%
COc1cc2c3nnc(-c4ccc(F)cc4)c-3cn(Cc3cccc(C)c3)c2cc1OC,54*,678*,i,7,8.1,4.2,2.1,2.3,0.91,1.5,-0.41,4.2,977,-1.8%,-0.18,1866,i,53,-20%
Cc1c(C(=O)/C=C/c2cccs2)oc2ccc(F)cc12,5,761,i,-10,1.3,0.8,7.9,1.7,-0.094,0.65,-0.49,-3.1,1241,-4.8%,·,·,i,30,-4%
O=c1c2ccccc2nc(-c2ccc(Cl)cc2Cl)n1CCCn1ccnc1,·,·,i,-5,2.6,1.5,1.3,-1.8,-0.24,-0.78,0.75,·,·,-1.6%,-0.52,1284,i,23,8%
COc1ccc(Nc2nc(N)nc(CSc3n[nH]c(-c4ccccc4)n3)n2)cc1,·,·,i,-11,2.2,1.4,9.9,0.59,-0.44,0.054,-0.15,0.5,1338,-1.0%,0.99,1611,i,54,-8%
CCC(=O)c1c[nH]c(C(=O)NCc2cccnc2)c1,-19,684,i,10,1.6,1.8,5.0,-0.068,0.12,0.14,0.66,-0.5,1488,-2.4%,1.2,1370,i,38,1%
Cc1ccc(Nc2c3c(nc4ccccc24)CCC3)cc1,-48,720,·,·,·,·,·,-0.39,-0.25,-0.2,0.5,0.9,1267,·,-2.4,1024,i,56,137µM*
CCOC(=O)c1ccccc1NC(=O)N1CCn2c(C)ccc2C1CC (stereo unspecified),-37,751,i,4,1.7,2.1,11,-0.88,-0.13,-0.37,0.37,0.5,1127,·,-0.57,1125,i,10,-7%

# Screening results: PubChem BioAssay, several laboratories
